# mouse EphA4 binding: inhibitors of EphA4 binding to KYL peptide, primary screen, biochemical, colorimetric, mouse EphA4 (AID 689); EphA4-AP binding to KYL peptide, pNPP A405; higher % means a stronger effect; one-dose inhibition, % at 10 µM; IC50 in µM for titrated hits; 62,000 tested, 0.1% active; in the data active = a potency from the dose series; inactive = the rest, 99 in 100 with inhibition below about 22%
# * = called active by the depositor.
SMILES,mouse EphA4 binding
O=C(N/N=C\c1ccccn1)C1COc2cc3ccccc3cc2O1 (configuration not stated),0%
Cc1[nH]c(=O)[nH]c(=O)c1S(=O)(=O)Nc1ccc(Oc2ccccc2)cc1,10%
O=C(COc1ccccc1)Nc1ccc(Cc2ccncc2)cc1,-6%
O=S(=O)(Nc1ccc(Br)cc1)c1ccc(Cl)cc1,13%
COCCCn1c(SCC(=O)Nc2ccc3c(c2)OCCO3)nnc1-c1ccoc1C,-2%
COC(=O)Cc1c(C)nc2nc(-c3ccc(Cl)cc3)[nH]n2c1=O,-1%
CC(C)(C)OC(=O)NCCc1nnc(SCc2ccc(Cl)cc2Cl)o1,-22%
COc1ccc(-n2c(Cc3cc(=O)[nH]c(=O)[nH]3)nnc2SCC(=O)N2CCCC2)cc1,-6%
Cc1cccc(N(C(=O)Nc2ccccc2)C2=NCC(C)S2)c1 (configuration not stated),11%
O=C(c1ccccc1)N1CCN(C2C3CC4CC(C3)CC2C4)CC1 (configuration not stated),4%
CCC(C)[C@H](NC(=O)NC1CCN(Cc2ccccc2)CC1)C(=O)OC (some centres not stated),-11%
O=C(c1cnn2c(C(F)F)cc(C3CC3)nc12)N1CCCC1,-9%
FC(F)(F)c1cc(C(F)(F)F)c2ccc(N3CCN(c4ccccc4)CC3)nc2n1,-12%
Cc1cc2cc(CN(Cc3ccco3)S(=O)(=O)c3c(C)ccc4nsnc34)c(=O)[nH]c2cc1C,-3%
c1ccc(-n2ncc3c(N4CCN(c5ccccn5)CC4)nc(N4CCOCC4)nc32)cc1,-12%
Cc1ccc(-c2csc3ncnc(OCC(=O)NC(=O)NCc4ccco4)c23)cc1,-10%
CCOC(=O)c1sc(NC(=O)CSc2nc3c(c(-c4ccc(OC)cc4)c2C#N)CCCC3)c(C#N)c1C,-9%
CC(C)(C)C(=O)Nc1ccccc1C(=O)Nc1cccnc1,-6%
CC(C)Sc1nc2ccccc2n1CC(N)=O,-17%
COc1ccc(CC(NC(C)=O)C(=O)NC2CCN(C(=O)Nc3ccc(Cl)cc3)CC2)cc1OC (configuration not stated),1%
Cc1ccc(C)c(NC(=O)CSc2nnc(CCNC(=O)OC(C)(C)C)o2)c1,-7%
Cc1cc2cc(CNC(=O)c3ccc(S(=O)(=O)N4CCCCC4)cc3)ccc2n1C,16µM*
CCSc1nnc(NC(=O)C2C3C=CC(C3)C2C(=O)O)s1 (configuration not stated),-2%
CN1CCN(CC(O)c2ccccc2)CC1 (configuration not stated),13%
CC1CCCC(NC(=O)CCn2c(=O)oc3ccccc32)C1C (configuration not stated),-14%
SMILES,mouse EphA4 binding
COc1ccc(NC(=O)NCCCN2CCCCC2C)cc1 (configuration not stated),-22%
CCC1(C)Cc2ccccc2-c2nc(NCCCO)n(-c3ccccc3)c(=O)c21 (configuration not stated),2%
COc1ccccc1NCc1cccs1,0%
CSc1cccc(NC(=O)CN(C)S(=O)(=O)c2ccc(C)cc2)c1,-7%
Cn1c(SCc2ccccn2)nnc1-c1ccncc1,4%
Cc1onc(-c2ccccc2Cl)c1C(=O)OCC(=O)N1CCCc2ccccc21,-4%
COc1ccc(OC)c(N(CC(=O)NCC(C)C)S(C)(=O)=O)c1,-1%
CCOc1cccc(-c2nnc3sc(COc4ccc(Cl)cc4)nn23)c1,-2%
COc1ccc(NC(=O)c2ccco2)c(OC)c1,-7%
COC(=O)CC1COc2ccccc2N1C(=O)c1ccc(Cl)cc1 (configuration not stated),4%
COc1cccc(CNCCNC(=O)c2nonc2N)c1,-2%
CC1CC(C)(C)N(C(=O)CSc2ccc(-c3ccc(F)cc3)nn2)c2ccccc21 (configuration not stated),2%
CCn1nnc(-c2ccccc2NS(=O)(=O)c2ccc(S(=O)(=O)N(C)C3CCCCC3)cc2)n1,1%
C/C=C/c1ccccc1OCc1ccc(C(=O)OC)o1,-13%
O=C(Cn1cc([N+](=O)[O-])cn1)Nc1ccn(Cc2c(F)c(F)c(F)c(F)c2F)n1,-13%
CCOC(=O)CNC(c1ccccc1)c1cc(Br)ccc1NC(=O)CN1CCOCC1 (configuration not stated),-14%
COc1ccc(C(C(=O)OC(C)CN(C)C)c2ccccc2)cc1 (configuration not stated),-23%
C=CCOc1ccc(C=C2C(=O)NC(=S)NC2=O)cc1,-2%
NC(=O)c1cc(N2C(=O)C=CC2=O)ccc1Cl,-4%
O=C(NCCOc1ccccc1F)c1cccc2ccccc12,-1%
O=C(O)Cn1c(-c2cscn2)nc2ccccc21,-3%
O=C1CCC/C1=c1\s/c(=C\c2cccnc2)c(=O)n1-c1ccccc1,-6%
CCOc1ccc2nc(NC(=O)c3ccc(OC)c(S(=O)(=O)N4CCOCC4)c3)sc2c1,-17%
CS(=O)(=O)N(CC(=O)N1CCN(c2ccc(F)cc2)CC1)c1cccc(Cl)c1,-9%
CN(Cc1cccc(F)c1)C(=O)c1ccc(S(=O)(=O)C(F)F)cc1,-2%
SMILES,mouse EphA4 binding
CCOC(=O)CSc1nc2ccsc2c(=O)n1C1CCN(C(=O)OCC)CC1,-3%
CCn1c(COc2ccc(=O)n(-c3ccccc3)n2)nnc1SCc1ccc(OC)cc1,-24%
CC1CCCN(C(C(=O)Nc2ccc3c(c2)OCO3)c2ccccc2)C1 (configuration not stated),-4%
O=C(Nc1ccccc1)OCCOc1ccccc1,-1%
COC(=O)C1=C(C)NC(=O)/C1=C\c1cc(C)n(-c2c(C)cccc2C)c1C,0%
CCn1c(Cc2ccccc2)nnc1SCC(=O)OC(C)C,-9%
CCOC(=O)c1[nH]c2cc(OC)c(OC)cc2c1N,1%
Cc1cc(/C=C2/SC(=S)N(CC(=O)O)C2=O)c(C)n1-c1ccc([N+](=O)[O-])cc1,8%
CC(Oc1ccccc1)C(=O)Nc1cc(Cl)cc(Cl)c1 (configuration not stated),-1%
CCCCNC(=O)CSc1nnc(-c2ccco2)n1C,-11%
COc1ccc(N=NC2=C(O)CC(C)(C)CC2=O)cc1,10%
O=C(c1ccccc1)c1nn(-c2ccc(Cl)cc2)c(=O)cc1C(F)(F)F,-17%
CC(C)n1c(-c2ccccc2F)n[nH]c1=S,-5%
CCOC(=O)c1cnc2c(cnn2C)c1NCCC(O)C(F)(F)F (configuration not stated),-5%
Cc1ccc(C2=NN3C(C2)c2ccccc2OC3c2ccc(O)cc2)cc1 (configuration not stated),-2%
CCCCn1c2c(c(=N)c3c1CCC3)CCC2,-20%
COc1cccc(-c2nn(-c3ccccc3)cc2C(=O)n2nnc3ccccc32)c1,-5%
COc1ccc(C(C)=O)cc1CSc1nnc(C)s1,-22%
CCOC(=O)C1CCN(Cc2coc3c(Cl)cc(Cl)cc3c2=O)CC1,-15%
CC(C)OC(=O)c1cccc(C(=O)OCc2ccco2)n1,8%
CCOC(=O)c1c(NC(=O)/C=C/c2ccc3c(c2)OCO3)sc(C)c1C,-2%
COc1ccc2[nH]c3c(=O)n(CCCCC(=O)N4CCC(C(N)=O)CC4)c(=S)[nH]c3c2c1,-8%
Cn1cnnc1SCC(=O)N1N=C2/C(=C/c3ccco3)CCCC2C1c1ccco1 (configuration not stated),8%
Cc1ccccc1-n1nc(C)c2cc(C(=O)N3CCOCC3)sc21,-7%
COc1ccc(OCC(O)CN2CCCCC2)cc1 (configuration not stated),-7%
SMILES,mouse EphA4 binding
O=[N+]([O-])c1ccc(C(=Nc2cccc3ccccc23)N2CCOCC2)cc1,-5%
CCOC(=O)N1CCN(C(=O)Cn2nc(C)c3sc4ccccc4c3c2=O)CC1,-2%
Cn1nc(C(F)(F)F)c(/C=N/OC(=O)c2ccccc2Cl)c1SCc1ccc(Cl)cc1,-10%
COc1ccc(OC)c(NC(=O)c2ccc(I)cc2)c1,-18%
Cc1ccc(NC(=O)CN2C(=O)S/C(=C\c3cc(C)n(C)c3C)C2=O)cc1,-8%
COc1ccc2oc3ccc(OC)cc3c(=O)c2c1,-9%
CN=C(NC)SC1CC(=O)N(c2ccccc2)C1=O (configuration not stated),-5%
CCC(C)N(NC(C)=O)c1nc(Cl)nc(NC(C)C)n1 (configuration not stated),-13%
Cc1ccc(C(=O)Nc2cc(Cl)ccc2OC(=O)c2ccc(C)cc2)cc1,0%
Cc1ccc(Cn2c(N)c(S(=O)(=O)c3cccs3)c3nc4ccccc4nc32)cc1,-5%
CC1(C)Cc2c(sc3nc4n(c(=N)c23)CCCCC4)CO1,12%
COc1ccc(NC(=O)c2ccc(Br)o2)c([N+](=O)[O-])c1,-7%
COC(=O)c1ccc(CSc2nc3ccccc3s2)cc1,8%
Cc1oc2ccc(O)c(CN(C)C)c2c1C(C)O (configuration not stated),6%
Cc1sc(NC(=O)C2CCCCC2)c(C#N)c1-c1ccccc1,-4%
Cn1c(=O)[nH]c(=O)c2c1nc(N1CCCC1)n2CC(O)COc1ccccc1 (configuration not stated),2%
COC(=O)c1ccc(NC(=O)CN(c2ccc(C)cc2)S(=O)(=O)c2c(C)n[nH]c2C)cc1,9%
CCOC(=O)c1sc(NC(=O)CSc2nnnn2-c2ccc(C)c(C)c2)nc1C,-14%
COCCCNC(=O)C(=O)NCCc1ccc(OC)c(OC)c1,-7%
CCCOc1cc(C)nc(-c2ccccc2O)n1,1%
CCOC(=O)c1sc(NC(=O)CCCCCN2C(=O)c3cccc4cccc(c34)C2=O)nc1C,-17%
CCCS(=O)(=O)N1CCCC(C(=O)N2CCOCC2)C1 (configuration not stated),-2%
O=c1ccc(Oc2nc(N3CCOCC3)nc(N3CCOCC3)n2)n[nH]1,-11%
Cn1c(SCC(=O)c2ccc(F)cc2)nnc1-c1ccccc1N,-9%
CCOCCCNC(=O)C1CCN(c2cc(C)nc3c(-c4ccc(OC)c(OC)c4)c(C)nn23)CC1,-4%
SMILES,mouse EphA4 binding
CCOC(=O)CSc1nnc(CSc2nc3sc4c(c3c(=O)[nH]2)CCC4)n1C,-4%
Cc1[nH]c(=O)c(C(=O)/C=C/c2ccccc2F)c2c1CCCC2,-3%
COc1ccc(C)cc1NC(=O)C(=O)NCCc1ccc(OC)c(OC)c1,0%
CCS(=O)(=O)N1CCC(C(=O)NCc2cccnc2)CC1,-12%
O=C(CCn1c(=O)[nH]c2ccsc2c1=O)Nc1ccc(F)c(F)c1,-1%
CC1Cc2ccccc2N1C(=O)CSc1nnnn1C1CCCC1 (configuration not stated),-8%
CCN(CC)S(=O)(=O)c1cc(C(=O)NC2=NCCS2)ccc1Cl,-4%
COc1cc(OC)cc(C(=O)Nc2ccccc2N2CCOCC2)c1,-8%
Cn1c(SCc2c(F)cccc2Cl)nnc1-c1cnccn1,14%
COc1ccc(CNS(=O)(=O)c2ccc(Cl)cc2)cc1,10%
Cc1onc(-c2ccccc2)c1C(=O)N1CCN(c2c(Cl)cccc2[N+](=O)[O-])CC1,1%
CCOC(=O)c1oc2ccccc2c1NC(=O)c1cccs1,40%
CC(C)CC(=O)NC(=S)Nc1nc(-c2cccc3ccccc23)cs1,4%
CCN1CCCC1CNC(=O)CCNC(=O)c1cc(OC)c(OC)c(OC)c1 (configuration not stated),-16%
CC1CC(c2ccccc2)n2nc(NC(=O)CCc3ccccc3)nc2N1 (configuration not stated),-12%
CCOc1ccc(-c2nnc(SCC(=O)N3CCOCC3)o2)cc1,-1%
CCSc1c(-c2ccccc2)nc2c(C)cccc2c1C(=O)O,-7%
CS(=O)(=O)N(CC(=O)N/N=C/c1cccs1)c1cccc(Cl)c1Cl,-7%
O=C(NC1CCCCC1)N1CCCCCC1,-16%
COc1ccccc1NC(=O)CSc1nnc(COc2ccc(Cl)cc2)n1Cc1ccco1,3%
CC(C)Cc1cc(C(=O)Nc2sc3c(c2C#N)CCC3)no1,-10%
CCOC(=O)c1nn(-c2ccccc2F)c(C)c1C(C)=O,-20%
COc1cc2c3c(c1)C1(C(=O)N3C(C)(C)C=C2C)C(C#N)=C(N)Oc2cc(C)oc(=O)c21 (configuration not stated),-14%
COc1ccc(OC)c(NC(=O)C2CC(=O)N(c3ccccc3)C2)c1 (configuration not stated),-9%
CC(C)c1nccn1CCC(=O)O,-8%
O=C(Nc1ccccc1C(=O)NC(Cc1ccccc1)C(=O)O)c1ccccc1 (configuration not stated),6%
Cc1ccc(C(=O)CNc2nc3c(c(=O)[nH]c(=O)n3C)n2Cc2ccccc2)cc1,-10%
CC(CNC(=O)c1ccc(Br)o1)NC(=O)c1ccc(Br)o1 (configuration not stated),-15%
O=C(CSCC(=O)Nc1ccccc1[N+](=O)[O-])Nc1ccc2ccccc2c1,-11%

# 16 compounds from above, arranged by SMILES length, rising.
SMILES,mouse EphA4 binding
CC(C)c1nccn1CCC(=O)O,-8%
O=C(NC1CCCCC1)N1CCCCCC1,-16%
CCOC(=O)c1oc2ccccc2c1NC(=O)c1cccs1,40%
COc1ccc(CNS(=O)(=O)c2ccc(Cl)cc2)cc1,10%
CCS(=O)(=O)N1CCC(C(=O)NCc2cccnc2)CC1,-12%
CCSc1c(-c2ccccc2)nc2c(C)cccc2c1C(=O)O,-7%
CC(C)Cc1cc(C(=O)Nc2sc3c(c2C#N)CCC3)no1,-10%
CC(CNC(=O)c1ccc(Br)o1)NC(=O)c1ccc(Br)o1 (configuration not stated),-15%
CC1CC(c2ccccc2)n2nc(NC(=O)CCc3ccccc3)nc2N1 (configuration not stated),-12%
COc1ccc(C)cc1NC(=O)C(=O)NCCc1ccc(OC)c(OC)c1,0%
O=C(CCn1c(=O)[nH]c2ccsc2c1=O)Nc1ccc(F)c(F)c1,-1%
O=C(Nc1ccccc1C(=O)NC(Cc1ccccc1)C(=O)O)c1ccccc1 (configuration not stated),6%
O=C(CSCC(=O)Nc1ccccc1[N+](=O)[O-])Nc1ccc2ccccc2c1,-11%
Cc1ccc(C(=O)CNc2nc3c(c(=O)[nH]c(=O)n3C)n2Cc2ccccc2)cc1,-10%
Cc1onc(-c2ccccc2)c1C(=O)N1CCN(c2c(Cl)cccc2[N+](=O)[O-])CC1,1%
COc1cc2c3c(c1)C1(C(=O)N3C(C)(C)C=C2C)C(C#N)=C(N)Oc2cc(C)oc(=O)c21 (configuration not stated),-14%

# An excerpt. The share of hits here may be higher or lower than overall.
